Assay outcomes: PubChem, National Center for Advancing Translational Sciences (NCATS)
BRCT inh green: qHTS Assay for Inhibitors of BRCT-Phosphoprotein Interaction (Green Fluorophore). Breast cancer type 1 susceptibility protein (Homo sapiens), P38398. BRCA1 BRCT-phosphopeptide binding, green fluorescence polarization. Potency, µM (top dose mostly 76.9 µM), inactives show at the top dose activity change, negative = inhibition, most hits filed as inhibitors. 75,000 compounds, 0.05% hits;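 note: potency is the fitted concentration of half-maximal effect; plate controls were peptide without protein for full effect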
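Compounds were incubated for 12 min at room temperature with a complex of 100 nM fluorescein-tagged pBACH1 decapeptide and 250 nM His-tagged BRCT protein. Buffer was phosphate pH 7.3 with EDTA, DTT and Tween 20. Disruption of binding lowers the polarization signal.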
Hsp90 Hop PPI: qHTS Assay for Disrupters of an Hsp90 Co-Chaperone Interaction; Hsp90 C-terminal peptide / TPR2A (Hop) interaction, human; AlphaScreen TPR2A-His6 binding biotin-Hsp90 C-terminal peptide; Potency, µM (series often up to 57 µM), for inactives: at the top dose activity change, negative = inhibition; 71,000 compounds, 0.44% hits; AID 595, 2007; active = well fitted curve in either direction with a large enough effect; inconclusive = small, poorly fitted or top-dose-only effect, or another doubt; note: potency is the fitted concentration of half-maximal effect; % is set by controls: 0 for no effect and ±100 for the full control effect; many of its hits are not listed in these tables
15-hLO inh: qHTS Assay for Inhibitors of 15-hLO (15-human lipoxygenase); Polyunsaturated fatty acid lipoxygenase ALOX15 (Homo sapiens), P16050; purified 15hLO-1, xylenol orange hydroperoxide absorbance; Potency, µM (highest dose often 57.1 µM), for the others: at the highest dose activity change, negative = inhibition, usual class: inhibitors; 74,000 compounds, 1.4% hits; AID 887, 2007; note: potency is the fitted concentration of half-maximal effect; % is set by controls: 0 for no effect and ±100 for the full control effect; nearly all actives have a fitted effect of over 55% in size
Target sequence (P16050 whole entry, looked up): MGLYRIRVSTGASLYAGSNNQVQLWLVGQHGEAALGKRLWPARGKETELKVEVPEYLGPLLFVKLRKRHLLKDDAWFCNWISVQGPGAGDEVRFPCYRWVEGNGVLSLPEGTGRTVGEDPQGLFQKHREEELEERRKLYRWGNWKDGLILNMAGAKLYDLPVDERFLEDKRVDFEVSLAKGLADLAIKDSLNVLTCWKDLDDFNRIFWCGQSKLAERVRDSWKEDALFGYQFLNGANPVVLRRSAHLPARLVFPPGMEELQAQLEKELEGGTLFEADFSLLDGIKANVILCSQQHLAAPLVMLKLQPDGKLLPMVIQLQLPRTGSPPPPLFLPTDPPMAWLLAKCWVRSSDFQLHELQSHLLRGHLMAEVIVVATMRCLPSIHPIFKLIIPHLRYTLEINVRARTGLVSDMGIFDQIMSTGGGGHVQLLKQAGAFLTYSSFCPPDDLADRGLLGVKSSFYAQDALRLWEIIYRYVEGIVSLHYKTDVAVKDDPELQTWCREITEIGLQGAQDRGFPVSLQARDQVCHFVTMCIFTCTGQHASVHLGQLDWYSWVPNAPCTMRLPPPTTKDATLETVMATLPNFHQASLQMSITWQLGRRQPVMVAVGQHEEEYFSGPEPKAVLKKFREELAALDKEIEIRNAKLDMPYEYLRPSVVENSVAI
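Hydroperoxide formed from arachidonic acid (50 uM) by purified human 15hLO-1 (40 nM) oxidizes ferrous iron, and the ferric-xylenol orange complex is read at 573 versus 405 nm. Compounds were preincubated 15 min; reaction ran 6 min at room temperature.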
BRCT inh red: qHTS Assay for Inhibitors of BRCT-Phosphoprotein Interaction (Red Fluorophore) | BRCT-phosphopeptide binding, red fluorescence polarization | 75,000 compounds, 0.03% hits | Potency, µM (doses to about 76.9 µM), inactives show at the highest dose activity change, negative = inhibition, actives largely listed as inhibitors | Breast cancer type 1 susceptibility protein (Homo sapiens), P38398; note: % is set by controls: 0 for no effect and ±100 for the full control effect
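Fluorescence polarization: 100 nM His-tagged BRCA1 BRCT with 100 nM TAMRA-labelled phospho-BACH1 decapeptide, phosphate buffer pH 7.3 with 150 mM NaCl, DTT, 0.01% Tween 20; 12 min RT. Binding inhibition seen as FP decrease.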
HADH2 inh: qHTS Assay for Inhibitors of HADH2 (Hydroxyacyl-Coenzyme A Dehydrogenase, Type II); 3-hydroxyacyl-CoA dehydrogenase type-2 (Homo sapiens), Q99714; recombinant HADH2, NADH fluorescence, beta-hydroxybutyryl-CoA; Potency, µM (top dose mostly 57.1 µM), for the others: at the highest dose activity change, negative = inhibition, hits mostly inhibitors; 73,000 compounds, 3.4% hits; AID 886, 2007; note: potency is the fitted concentration of half-maximal effect; % is set by controls: 0 for no effect and ±100 for the full control effect; nearly all actives have a fitted effect of over 60% in size; many of its hits are not listed in these tables
Target sequence (Q99714 whole entry, looked up, one chain of several): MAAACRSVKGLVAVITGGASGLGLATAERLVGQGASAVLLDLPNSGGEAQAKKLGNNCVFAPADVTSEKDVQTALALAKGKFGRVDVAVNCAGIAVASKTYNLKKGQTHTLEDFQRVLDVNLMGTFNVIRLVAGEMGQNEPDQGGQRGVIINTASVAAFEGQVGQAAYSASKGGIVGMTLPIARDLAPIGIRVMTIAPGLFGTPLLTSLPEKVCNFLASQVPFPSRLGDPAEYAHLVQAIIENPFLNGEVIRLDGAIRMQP
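His-tagged recombinant enzyme from E. coli, 20 nM, preincubated 15 min RT with compound; reaction started with 1 mM NAD+ and 90 uM beta-hydroxybutyryl-CoA in 100 mM Tris-HCl pH 9.0. NADH fluorescence (ex 360/em 450) read over 4 min; last-minus-first difference.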
CRE-bla Fsk: Cell signaling CRE-BLA (Fsk stim) | CHO CRE-bla reporter (cAMP response element driving beta-lactamase), forskolin EC10, beta-lactamase ratio | Potency, µM (doses to about 38.2 µM), without a hit: top-dose activity change, negative = inhibition, usual class: activators | 71,000 compounds, 2.5% hits | AID 662, 2007; active = well fitted activation curve with a large enough effect in the signal ratio, with a control signal flat, not every such curve was filed as active; inconclusive = small, poorly fitted or top-dose-only effect, or effect the other way, or a change in a side signal; the % refers to the signal ratio; note: potency is the fitted concentration of half-maximal effect; % of control where 0% means no effect
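Forskolin analogue NKH 477 at EC10 stimulated CRE-driven beta-lactamase in CHO cells alongside compound dilution series. Beta-lactamase was measured with CCF4, excitation 405 nm, emission ratio 460/530 nm.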
Pol III holo inh: qHTS Assay for Inhibitors of DNA Polymerase III Holoenzyme System; reconstituted DNA polymerase III holoenzyme replication, biochemical; Potency, µM (doses to about 57.1 µM), inactives show at the top dose activity change, negative = inhibition; 71,000 compounds, 0.25% hits; note: potency is the fitted concentration of half-maximal effect; % is set by controls: 0 for no effect and ±100 for the full control effect
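Reconstituted *E. coli* holoenzyme (0.35 nM Pol III, 1 nM beta, 154 nM SSB, 2 nM primase) was preincubated with compound for 15 min at RT. Synthesis on 1.4 nM ssM13Gori ran 35 min, then was stopped with PicoGreen/EDTA and read as dsDNA fluorescence.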
USP2a inh: qHTS Assay for Inhibitors of Ubiquitin-specific Protease USP2a; Ubiquitin carboxyl-terminal hydrolase 2 (Homo sapiens), O75604; USP2a enzymatic assay, qHTS inhibition; Potency, µM (series often up to 38.3 µM), for inactives: at the top dose activity change, negative = inhibition, actives largely listed as inhibitors; 60,000 compounds, 0.1% hits;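 note: potency is the fitted concentration of half-maximal effect; nearly all actives have a fitted effect of over 60% in size; plate controls were DMSO for no effect and NEM full inhibition control for full effect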
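20 nM USP2 core + cpd, 30 min RT; add 20 nM Ub-PLA2/20 uM NBD C6-HPC; read Ex460/Em535 at 0 h and 2.5 h. Normalized to NEM; qHTS curve fit/classification.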
Epigenetic mod: qHTS Assay for Epigenetic Modulators; mouse C127i GFP locus derepression, cytometry, 30 h; 68,000 compounds, 0.09% hits; Potency, µM (series often up to 46.1 µM), for inactives: at the highest dose GFP derepression (activation); AID 597, 2007; note: % of control where 0% means no effect
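Locus derepression in mouse mammary C127i cells whose integrated CMV-GFP reporter is normally silent; GFP expression after 30 h compound treatment was quantified by counting fluorescent cells.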
HBB splice mod: qHTS Assay for Modulators of Hemoglobin Beta Chain Splicing. HBB splicing reporter cell assay, activation; EGFP reporter with mutant IVS2-654 intron; response scale: normalised to 500 nM splice-correcting PNA. AID 925, 2007. Potency, µM (highest dose often 46.1 µM), inactives show top-dose activation, usual class: activators. 65,000 compounds, 0.06% hits; note: potency is the fitted concentration of half-maximal effect; 0% is about no effect
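HeLa cells stably expressing EGFP interrupted by mutant beta-globin intron 2 (IVS2-654), 500/well in 2% FCS. Treated with compound for 2 days at 37C. Splicing correction scored as total well GFP intensity (488 nm excitation, 500-520 nm emission); 500 nM antisense PNA served as control.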
Ub-GFP proteasome: Ubiquitin-GFP Assay; AID 526, 2006; 67,000 tested, under 10 active; Potency, µM (highest dose often 45.9 µM), for the others: at the top dose activation (GFP accumulation), usual class: activators; Ubiquitin-GFP reporter cells, proteasome inhibition, GFP fluorescence; response scale: untreated = 0%, 10 µM MG-132 = 100%; active = well fitted activation curve with a large enough effect, not every such curve was filed as active; inconclusive = small, poorly fitted or top-dose-only effect, or another doubt; inactive = no such curve, though single readings can be large or run the other way; note: potency is the fitted concentration of half-maximal effect
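Reporter cells (U2OS, ubiquitin-G76V-GFP fusion) are plated overnight, then treated 4 hr at 37 °C with compound titrations from 46 uM down to 2.9 nM. Activity is scaled against untreated cells and 10 uM MG-132.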
* hit, by the source's call; ? = inconclusive; / = no result given; [ ] = dose if it differs, or a comment. Unless noted, calls come from the whole dose curve; as a rule, active = well fitted curve in the direction sought with a large enough effect; inconclusive = small, poorly fitted or top-dose-only effect, or another doubt; inactive = no such curve, though single readings can be large; an effect the other way counts as inactive or inconclusive.

1. Cc1ccc2nc3c(cc(C#N)c(=N)n3CC3CCCO3)c(=O)n2c1 (configuration not stated)
2. O=S(=O)(O)c1ccc2cc(N=Nc3cc(S(=O)(=O)O)c4cccnc4c3O)ccc2c1
3. COC(=O)c1c(C)[nH]c(C(=O)CN2CCOCC2)c1C
4. Cc1ccc(NC(=O)CSCC(=O)Nc2ncc3c(n2)CC(c2ccco2)CC3=O)cc1 (configuration not stated)
5. CCOC(=O)C1=C(C)NC(=O)C(C(N)=O)C1c1ccccc1 (configuration not stated)
6. CN1CCc2c(sc3c2c(=O)n(-c2ccccc2)c2nnc(SCc4ccc(Cl)cc4)n32)C1
7. Cc1ccsc1C(=O)OCC(=O)N1CC(=O)Nc2ccccc21
8. CO[C@H]1COC(=O)[C@H](C)COC(=O)[C@@H](Cc2ccccc2)NC(=O)C/C=C\[C@H]1C
9. COc1ccc(CN2CCCC2C(=O)Nc2ccc(OC)c(OC)c2)cc1OC (configuration not stated)
10. O=C(CN1C(=O)c2ccccc2C1=O)N1CCCCC1
assay / entry,1,2,3,4,5,6,7,8,9,10
BRCT inh green,-1.7%,-2.0%[15.4 µM],0.7%,0.3%,-4.3%,-0.2%,-1.2%,0.6%[15.4 µM],-0.8%,0.2%
Hsp90 Hop PPI,-4%,?,0%,-4%,-1%,-14%,5%,/,-3%,3%
15-hLO inh,4%,39%[activator][11.4 µM],-2%,-8%,8%,-21%,10%,1%[11.4 µM],1%,6%
BRCT inh red,-0.5%,-0.3%[15.4 µM],0.5%,0.6%,-1.0%,-3.5%,0.3%,0.2%[15.4 µM],-0.6%,-1.3%
HADH2 inh,1%,-12%[11.4 µM],-1%,-15%,-9%,13%,10%,1%[11.4 µM],3%,3%
CRE-bla Fsk,?,?,6%,-6%,-20%,27%,-3%,/,?,3%
Pol III holo inh,-2%,-18%[11.4 µM],-3%,-5%,-2%,-14%,-4%,/,-2%,-1%
USP2a inh,-4%,/,-6%,25%,-2%,45%[activator],0%,/,3%,-2%
Epigenetic mod,1%,14%[9.22 µM],-3%,0%,0%,2%,-2%,/,-6%,-1%
HBB splice mod,-0.1%,3.7%[9.22 µM],0.4%[57.5 µM],-0.2%,5.6%[0.369 µM],-6.1%[0.369 µM],0.3%[57.5 µM],0.8%[9.22 µM],-0.1%,0.1%[57.5 µM]
Ub-GFP proteasome,8%,2%[9.17 µM],-4%,9%,8%,-1%,-4%,/,-14%,1%

11. CCN1CCN(C(=O)CN(c2ccc(C)cc2)S(C)(=O)=O)CC1
12. O=C(NC1CCCc2ccccc21)C1CCN(S(=O)(=O)N2CCCCCC2)CC1 (configuration not stated)
13. O=P(O)(O)c1ccccc1OCCOCCOc1ccccc1P(=O)(O)O
14. Cc1cc2c3c(c1)C1(C(=O)N3C(C)(C)CC2C)C(C#N)=C(N)Oc2cc(O)ccc21 (configuration not stated)
15. O=C(NCCC1=CCCCC1)c1ccc(Cl)c(S(=O)(=O)N2CCOCC2)c1
16. Cc1cc(C)cc(NC(=O)C2CCN(c3nccs3)CC2)c1
17. O=C(NC1CC2CCCC(C1)N2Cc1cccs1)N1CCOCC1 (configuration not stated)
18. COc1ccc(S(=O)(=O)N2CCSC2c2ccc(OC)c(OC)c2)cc1 (configuration not stated)
19. CCOC(=O)CNC(=O)c1sc(NC(=O)c2ccccc2F)nc1C
20. CN(C)C(=O)N1CCC(C(=O)NCc2cccs2)CC1
assay / entry,11,12,13,14,15,16,17,18,19,20
BRCT inh green,-0.5%,0.7%,-0.2%,-4.0%,-2.1%,-1.6%,-1.7%,0.6%,-1.0%,0.0%
Hsp90 Hop PPI,48%,-4%,4%,-13%,-1%,-4%,1%,1%,1%,-4%
15-hLO inh,-47%,-8%,-1%,-24%,?,-3%,6%,-10%,-4%,13%
BRCT inh red,0.7%,-0.6%,-4.5%,0.3%,-2.3%,-0.7%,-1.4%,0.9%,0.1%,-0.3%
HADH2 inh,21%,1%,0%,6%,7%,-1%,-1%,3%,4%,4%
CRE-bla Fsk,-5%,-12%,?,-3%,-4%,3%,-7%,14%,-4%,?
Pol III holo inh,1%,-4%,1%,-4%,-2%,-3%,-1%,11%,2%,0%
USP2a inh,/,22%,-9%,38%[activator],3%,13%,-3%,-3%,-1%,-6%
Epigenetic mod,0%,2%,4%,0%,0%,-2%,0%,0%,5%,4%
HBB splice mod,-0.3%[57.5 µM],1.3%[57.5 µM],4.3%,-0.5%,-1.0%,0.1%[57.5 µM],2.3%[57.5 µM],2.0%,/,-0.3%[57.5 µM]
Ub-GFP proteasome,3%,2%,-6%,0%,3%,-9%,-4%,-1%,-1%,2%

21. CC(=O)Nc1cccc(C(=O)OCc2ccccc2)c1
22. N#C/C(=C1/CCCCCN1)c1nnc2n1CCCCC2
23. O=C(CCNS(=O)(=O)c1cccc2nsnc12)N1CC(=O)N(CCc2ccccc2)C(=O)C1
24. CN1C(=O)NC(c2ccc(O)cc2)C(C(=O)c2cccs2)C1(O)C(F)(F)F (configuration not stated)
25. O=C(Nc1nc(-c2ccc(S(=O)(=O)N3CCCC3)cc2)cs1)c1ccco1
26. COc1ccc(C(=O)c2c[nH]c3ccccc23)cc1
27. CN(C)CCCNC(=O)c1ccc2[nH]c3ccccc3c2c1
28. O=C(CP(=O)(c1ccccc1)c1ccccc1)Nn1cnnc1
assay / entry,21,22,23,24,25,26,27,28
BRCT inh green,2.0%,-0.8%,-1.5%,0.8%,-1.4%,-2.9%,-2.0%,-0.6%
Hsp90 Hop PPI,2%,-12%[11 µM],-4%,-3%,0%,-3%[11 µM],-3%,-1%
15-hLO inh,4%,3%[11.4 µM],-8%,-4%,-10%,-3%[11.4 µM],-4%,4%
BRCT inh red,-0.9%,0.1%,0.4%,0.2%,-0.1%,-1.4%,0.4%,0.6%
HADH2 inh,1%,2%[11.4 µM],4%,-10%,-16%,-5%[11.4 µM],25µM*,0%
CRE-bla Fsk,3%,?,?,-6%,?,?,?,-4%
Pol III holo inh,-2%,-8%[11.4 µM],-2%,0%,0%,-1%[11.4 µM],-5%,-2%
USP2a inh,0%,-9%[7.66 µM],42%[activator],5%,39%[activator],-1%[7.66 µM],-3%,0%
Epigenetic mod,0%,-2%,1%,6%,6%,-2%,-1%,0%
HBB splice mod,-0.2%,-1.7%[0.0738 µM],-1.0%,-0.7%,-2.9%,-3.0%[0.0738 µM],-4.2%,-5.4%
Ub-GFP proteasome,-4%,-17%[9.17 µM],6%,-1%,0%,-3%[9.17 µM],0%,-9%

Full records as entered above. Order of values: BRCT inh green	Hsp90 Hop PPI	15-hLO inh	BRCT inh red	HADH2 inh	CRE-bla Fsk	Pol III holo inh	USP2a inh	Epigenetic mod	HBB splice mod	Ub-GFP proteasome
CC(=O)Nc1cccc(C(=O)OCc2ccccc2)c1 in the list: 2.0%	2%	4%	-0.9%	1%	3%	-2%	0%	0%	-0.2%	-4%
O=C(CCNS(=O)(=O)c1cccc2nsnc12)N1CC(=O)N(CCc2ccccc2)C(=O)C1 in the list: -1.5%	-4%	-8%	0.4%	4%	?	-2%	42%[activator]	1%	-1.0%	6%
O=C(Nc1nc(-c2ccc(S(=O)(=O)N3CCCC3)cc2)cs1)c1ccco1 in the list: -1.4%	0%	-10%	-0.1%	-16%	?	0%	39%[activator]	6%	-2.9%	0%

Not all compounds are listed; rates above refer to the full screens.
